# SUMO1 PPI mod: modulators of human SUMO1-mediated protein-protein interactions; P63165; SUMO1 binding to a labelled peptide, TR-FRET, 1 h; inhibition, % at 20 µM; 360,000 tested, 0.33% active; AID 602429; in the data active = inhibition above about 37%
# SKN-1 block: inhibitors of C. elegans SKN-1; C. elegans VP596 Pgst-4::GFP/RFP ratio, acrylamide-induced, 24 h; inhibition, % at 21.8 µM; 360,000 tested, 0.49% active;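 active = interference check ratio from 0.5 to 1.5 plus GFP to RFP signal ratio inhibition reaching or exceeding a fixed threshold, cut at about 30% in these data, passing the limit was not always enough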; also: some compounds called inactive have numbers as strong as hits
# DNMT1 block: inhibitors of human DNMT1; P26358; AID 588458; 360,000 tested, 0.83% active; DNMT1 molecular beacon, Hinp1I cleavage, fluorescence; inhibition (reported as % activation of signal), % at 10 µM; in the data active = inhibition above about 50%
# Target sequence (P26358 504-1616 limits assumed): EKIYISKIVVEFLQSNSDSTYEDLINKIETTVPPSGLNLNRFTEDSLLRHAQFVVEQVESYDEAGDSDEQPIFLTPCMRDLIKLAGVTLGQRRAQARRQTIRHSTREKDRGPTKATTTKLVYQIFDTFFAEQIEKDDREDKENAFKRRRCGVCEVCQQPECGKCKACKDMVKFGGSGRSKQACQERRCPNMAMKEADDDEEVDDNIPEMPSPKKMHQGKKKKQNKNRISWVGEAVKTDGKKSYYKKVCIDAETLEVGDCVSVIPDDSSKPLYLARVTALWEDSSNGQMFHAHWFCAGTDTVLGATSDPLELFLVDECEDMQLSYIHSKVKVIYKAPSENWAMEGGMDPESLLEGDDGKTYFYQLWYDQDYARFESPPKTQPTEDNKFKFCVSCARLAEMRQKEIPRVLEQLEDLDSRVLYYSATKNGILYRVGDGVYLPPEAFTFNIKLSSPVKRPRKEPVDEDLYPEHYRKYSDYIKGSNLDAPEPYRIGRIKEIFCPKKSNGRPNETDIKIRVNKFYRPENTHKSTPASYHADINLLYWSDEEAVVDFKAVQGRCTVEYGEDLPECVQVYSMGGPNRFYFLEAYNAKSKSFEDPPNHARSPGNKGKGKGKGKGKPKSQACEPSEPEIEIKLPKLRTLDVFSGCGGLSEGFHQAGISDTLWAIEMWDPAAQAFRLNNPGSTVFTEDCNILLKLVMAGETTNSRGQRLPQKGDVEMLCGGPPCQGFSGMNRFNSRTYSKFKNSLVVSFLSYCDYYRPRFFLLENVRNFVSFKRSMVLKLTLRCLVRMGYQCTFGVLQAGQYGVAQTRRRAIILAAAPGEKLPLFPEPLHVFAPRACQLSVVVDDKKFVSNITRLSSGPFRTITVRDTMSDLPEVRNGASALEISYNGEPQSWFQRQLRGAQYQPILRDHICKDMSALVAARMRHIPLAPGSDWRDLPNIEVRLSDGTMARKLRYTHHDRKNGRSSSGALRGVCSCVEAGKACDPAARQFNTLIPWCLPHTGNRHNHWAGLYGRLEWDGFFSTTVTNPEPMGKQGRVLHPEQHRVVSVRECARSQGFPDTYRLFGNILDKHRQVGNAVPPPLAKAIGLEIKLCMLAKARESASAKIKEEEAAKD
# NRP1-CendR mod: NRP-1/CendR interaction modulation; FAM-RPARPAR peptide binding to NRP-1, fluorescence polarization; 360,000 tested, 0.85% active; AID 602438; inhibition, % at 25 µM; O14786;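 active = inhibition or corrected inhibition above about 18%, plus a signal ratio from 0.5 to 1.5, limit read from the data, passing the limit was not always enough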; also: strong numbers were not always called active
# NadD block: blocks S. aureus nicotinate mononucleotide adenylyltransferase; 360,000 tested, 0.78% active; inhibition, % at 20 µM; purified NadD enzyme, colorimetric absorbance read-out; in the data active = inhibition above about 26%; also: some compounds past the cut are filed as inactive
# STEP block: STEP (human) phosphatase inhibition. P54829. recombinant STEP, OMFP fluorogenic substrate, fluorescence. inhibition, % at 20 µM. 360,000 tested, 0.25% active. AID 588621;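 active = inhibition at 20 µM, scaled per plate between control wells, above about 37%, limit read from the data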;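 also: 0% = DMSO with enzyme and substrate and 100% = substrate only without enzyme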
#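 Material: STEP (striatal-enriched tyrosine phosphatase) enzyme, cell-free | Medium: 50 mM Bis-Tris pH 6.0 with 2.5 mM DTT and 0.005% Tween 20 | Read-out: Percent inhibition scaled to no-enzyme and uninhibited-enzyme controls, plate-pattern corrected | Signal: Fluorescence read at 480 nm ex / 540 nm em | Times: 20 min reaction, room temperature, in the dark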
# Tb MetRS inh: blocks T. brucei methionyl-tRNA synthetase activity; AID 624268; purified T. brucei MetRS, ATP depletion, Kinase-Glo luminescence; 360,000 tested, 0.4% active; inhibition, % at 11.9 µM;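 active = inhibition above a per-plate cutoff of the control wells' mean inhibition plus 3 SD, cut at about 5.5% in these data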;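 also: 0% = DMSO wells median and 100% = median of wells with control inhibitor compound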
#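 Material: T. brucei methionyl-tRNA synthetase, purified; reagent: substrates ATP, L-methionine and bulk Escherichia coli tRNA; dosing: 11.9 µM single point; timing: 15 min plus 2 h at 25 °C; detection: luminescence of leftover ATP; evaluation: % inhibition; control set: DMSO-only wells as low control; replicates: singlicate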
# Neddyl block: inhibitors of human cullin neddylation; AID 651699; P61081+Q13564; TR-FRET cullin neddylation, biochemical; 360,000 tested, 0.58% active; calls only at 25 µM; in the data active = inhibition above about 36%
# LMPTP block: LMPTP (human) inhibition | recombinant LMPTP-A, OMFP fluorogenic substrate, fluorescence intensity | 360,000 tested, 0.22% active | inhibition, % at 20 µM;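 active = compounds that cut the enzyme signal by at least half of the control window in the single-dose screen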;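 also: plate controls were DMSO wells with enzyme plus substrate for no effect and substrate without enzyme for full effect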
#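 Buffer or medium: Bis-Tris pH 6.0, DTT, detergent; Assay system: LMPTP-A enzyme; Quantity: 0.625 nM enzyme; Detection: endpoint fluorescence intensity; Times: 50 min dark incubation at room temperature; Controls: substrate-only low control, DMSO enzyme-plus-substrate high control; Doses: single 20 µM dose; Read-out: percent inhibition versus substrate-only and uninhibited controls; Reagent: 400 µM OMFP.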
# Scp1 inh: inhibitors of human Scp-1 phosphatase | Q9GZU7 | Recombinant Scp1, phosphopeptide, malachite green phosphate absorbance | inhibition, % at 20 µM | 340,000 tested, 0.88% active | AID 493091;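 active = inhibition above about 50% at 20 µM, limit read from the data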;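 also: plate controls were DMSO wells with enzyme for no effect and wells lacking enzyme for full effect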
#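 Test system: SCP-1 catalytic domain; Buffer or medium: Acidic Tris acetate buffer with magnesium and detergent; Also added: Phosphorylated 17-residue peptide substrate; Compound: single 20 µM dose, 1% DMSO; Schedule: enzyme reaction 45 min at room temperature, colour 5 min, stabilisation 30 min; Signal: Phosphate-binding colour reagent, absorbance read at 630 nm.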
# Starred values were filed as active, the others as inactive; i = inactive; . = not tested or not shown.
1. CC(C)Sc1oc(-c2ccco2)nc1S(=O)(=O)c1ccccc1
2. COc1ccc(S(=O)(=O)N(Cc2nc3ccccc3c(=O)[nH]2)C2CCCC2)cc1
3. CCOc1cc(/C=N/Nc2ccc(C(=O)O)cc2)ccc1OC(=O)c1ccccc1C
4. COc1ccc(CN(C)Cc2nc(Cc3cccc(F)c3)no2)c2cccnc12
5. O=C(CCn1c(=O)oc2ccccc21)Nc1cccc(Br)c1
6. Cn1c(N)c(-c2ccccc2)c2ccc([N+](=O)[O-])cc2c1=O
Compound	1	2	3	4	5	6
SUMO1 PPI mod	2	1	-2	-8	2	-35
SKN-1 block	5	9	5	2	-1	7
DNMT1 block	-10	0	0	-1	-1	0
NRP1-CendR mod	-12	4	4	-2	-5	-117
NadD block	2	-8	10	-7	-7	-6
STEP block	2	1	0	-1	-4	-5
Tb MetRS inh	-1.0	-0.2	-0.3	-1.2	-0.1	-0.2
Neddyl block	i	i	i	i	i	i
LMPTP block	1.3	1.7	3.5	0.9	0.2	8.0
Scp1 inh	6	-3	-15	3	-7	-8

7. Cc1ccc(C)c(NC(=O)COC(=O)c2ccc3c(c2)OCCO3)c1
8. O=C(CSc1nnc(CNc2ccccc2)o1)N1CCN(C(=O)c2ccco2)CC1
9. COc1ccc(NS(=O)(=O)c2cccc(C(=O)N3CCN(Cc4ccc5c(c4)OCO5)CC3)c2)cc1
10. O=C(Nc1cnc2sc3c(n2c1=O)CCCC3)c1ccc(F)cc1
11. CCN(c1ccccc1)S(=O)(=O)c1csc(C(N)=O)c1
12. CCN(C(=O)/C=C/c1ccc2c(c1)OCO2)c1ccccc1
Compound	7	8	9	10	11	12
SUMO1 PPI mod	-1	-5	4	2	1	-3
SKN-1 block	-16	5	-6	6	1	8
DNMT1 block	4	1	0	5	0	-5
NRP1-CendR mod	6	-3	-1	12	5	-2
NadD block	5	-3	3	-1	-2	3
STEP block	0	1	-1	-1	0	1
Tb MetRS inh	-0.4	-1.3	0.0	0.0	-0.5	-0.8
Neddyl block	i	i	i	i	i	i
LMPTP block	0.3	-0.9	0.0	-0.3	-1.2	1.4
Scp1 inh	-5	-8	-2	-9	-12	-5

13. CCC(C(=O)NC1CCCC1)n1c(SCc2cccc(C)c2)nc2ccncc21 (centres undefined)
14. Cc1cc(C)n(-c2nnc(C)n2/N=C/c2cc(Br)ccc2OCc2ccccc2)n1
15. CC(=O)C1=NN(c2ccccc2)C(c2cccs2)N1c1ccc(N(C)C)cc1 (centres undefined)
16. Cc1cccc(NC(=S)NNC(=O)c2cc3c(s2)CCC(C)C3)c1C (centres undefined)
17. CC(=O)c1cnc2nc(SCc3ccccc3)nn2c1C
18. N/C(Cn1cncn1)=N\OC(=O)c1ccc(Cl)cc1
Compound	13	14	15	16	17	18
SUMO1 PPI mod	-1	2	0	0	5	0
SKN-1 block	-7	-6	9	7	15	7
DNMT1 block	-4	-3	3	-5	-2	-1
NRP1-CendR mod	2	-2	11	2	5	-2
NadD block	-1	-7	-2	2	-2	1
STEP block	-4	-1	-4	-1	0	1
Tb MetRS inh	0.8	6.4*	0.3	-0.1	-0.1	-0.2
Neddyl block	i	i	i	i	i	i
LMPTP block	-1.1	-0.8	-0.1	1.4	0.5	-1.2
Scp1 inh	-1	0	-4	-1	-8	1

19. O=C(COc1ccc(Br)cc1Cl)NC1CCCCC1
20. CN(C)C(=S)Nc1nc2ccccc2s1
21. O=C(CSc1nc2ccc(Cl)cc2[nH]1)c1c[nH]c2ccccc12
22. CCC1(CC)NC(=O)N(CC(=O)NC(=O)NCc2ccccc2)C1=O
23. O=C(NCc1ccc2c(c1)OCO2)C1CCCN(S(=O)(=O)c2cccc3nonc23)C1 (centres undefined)
24. OCC[C@@H]1C[C@H](O)[C@@H](O)[C@]2(OCc3ccc4ccccc4c32)O1
Compound	19	20	21	22	23	24
SUMO1 PPI mod	2	1	1	2	-6	1
SKN-1 block	3	1	10	6	-6	0
DNMT1 block	0	-1	-16	1	-4	3
NRP1-CendR mod	-4	-1	2	2	-40	5
NadD block	-3	0	3	5	-4	-7
STEP block	-2	6	-3	0	0	-3
Tb MetRS inh	0.0	0.4	15*	-0.3	-1.2	-1.9
Neddyl block	i	i	i	i	i	i
LMPTP block	0.4	1.9	1.4	-2.0	0.5	-2.1
Scp1 inh	-1	0	-3	41	-2	.

25. O=C(NCc1ccco1)c1cc([N+](=O)[O-])ccc1Cl
26. O=C(NCC(c1cccs1)N1CCOCC1)c1cc(S(=O)(=O)N2CCOCC2)ccc1F (centres undefined)
27. CCCc1cc(=O)[nH]c2nnc(SCC(=O)N3CC(C)OC(C)C3)n12 (centres undefined)
28. CCOC(=O)c1[nH]c2ccc(F)cc2c1N=C(C)N(CC)CC
29. CCOc1ccccc1N1CCN(CC(=O)Nc2nnc(CC)s2)CC1
30. CC(=O)Nc1ccc(S(=O)(=O)N2CCN(CC3CC4C=CC3C4)CC2)cc1 (centres undefined)
Compound	25	26	27	28	29	30
SUMO1 PPI mod	2	6	-1	-1	2	-7
SKN-1 block	2	1	14	9	12	-10
DNMT1 block	9	-2	1	1	0	-8
NRP1-CendR mod	-4	-2	12	-17	-5	-11
NadD block	-4	-4	-1	0	1	1
STEP block	-1	4	-1	-2	-5	0
Tb MetRS inh	-0.4	-0.1	-0.3	-0.8	-0.4	-1.3
Neddyl block	i	i	i	i	i	i
LMPTP block	-3.9	4.0	-0.8	-1.4	-1.4	-0.2
Scp1 inh	-7	-2	-7	5	-5	-7

31. COc1cc(O)c(C(CCN2CCCCC2)c2ccc(N(C)C)cc2)c(OC)c1 (centres undefined)
32. CC(C)CCn1c(SCCN2CCOCC2)nc2c1c(=O)[nH]c(=O)n2C
33. Cc1ccc(OCCn2cnc3c2c(=O)n(C)c(=O)n3C)cc1
34. COC(=O)[C@@]12C[C@@H](CC(=O)N3CCSCC3)C(=O)N(CCc3ccc(OC)c(OC)c3)C1=CCC(C)(C)C2
35. CCn1nc(C(=O)N2CCc3ccccc32)c2ccccc2c1=O
36. COC(=O)[C@H](Cc1ccccc1)NC(=O)NC(C)CCc1ccccc1 (some centres undefined)
Compound	31	32	33	34	35	36
SUMO1 PPI mod	3	-4	8	3	-3	0
SKN-1 block	6	4	-15	3	18	24
DNMT1 block	1	1	7	.	-1	1
NRP1-CendR mod	4	6	2	4	3	5
NadD block	-5	7	-3	.	-4	-1
STEP block	-1	-2	-7	.	2	0
Tb MetRS inh	0.2	-0.5	-1.1	0.3	0.0	0.0
Neddyl block	i	i	i	i	i	i
LMPTP block	-0.7	-1.8	-0.2	-0.4	-1.1	-1.9
Scp1 inh	4	-7	17	.	-8	-10

37. CCN1CCN(C(=S)c2ccc(SC)cc2)CC1
38. Cc1ccc(NC(=O)c2cccs2)cc1NC(=O)c1ccco1
39. CCCC1=C(C(=O)OCC)C(c2ccccc2OC)NC(=O)N1 (centres undefined)
40. Brc1ccc(CN2CCN(Cc3c[nH]c4ccccc34)CC2)cc1
41. O=C(c1ccccn1)N1CCCC(N2CCN(Cc3ccc4c(c3)OCO4)CC2)C1 (centres undefined)
42. COc1cccc(OC)c1C(=O)Nc1c(C)n(C)n(-c2ccccc2)c1=O
Compound	37	38	39	40	41	42
SUMO1 PPI mod	-1	2	-2	-5	3	-1
SKN-1 block	12	44*	3	15	-3	6
DNMT1 block	1	-1	2	-2	3	4
NRP1-CendR mod	-2	13	-9	-8	-5	9
NadD block	-2	-3	-4	-4	-4	4
STEP block	67*	-4	-8	0	-3	-4
Tb MetRS inh	0.1	0.0	-0.8	11*	-0.3	0.2
Neddyl block	i	i	i	i	i	i
LMPTP block	-0.3	-0.8	0.8	-2.0	-2.3	-1.1
Scp1 inh	-13	-1	3	-15	-2	-5

43. O=C(CN1CCN(c2ccccc2F)CC1)c1ccc2c(c1)OCO2
44. CCCc1cc(=O)oc2cc(OC(C)C(=O)NCC3CCC(C(=O)O)CC3)ccc12 (centres undefined)
45. Cc1ccc(OCC(=O)NC2CC(C)(C)NC(C)(C)C2)cc1C
46. O=C(NCCc1c[nH]c2ccccc12)C1CCN(S(=O)(=O)c2ccccc2)CC1
47. Cc1ccc(-n2c(O)c(/C=N/Nc3ccc(S(=O)(=O)N4CCOCC4)cc3[N+](=O)[O-])c3ccccc3c2=O)c(C)c1
48. COc1ccc(CNC(=O)N2CCc3nc(Nc4cc(OC)c(OC)c(OC)c4)ncc3C2)cc1
Compound	43	44	45	46	47	48
SUMO1 PPI mod	-6	3	-4	2	11	13
SKN-1 block	10	-12	-3	-4	16	0
DNMT1 block	-5	0	-1	-3	30	0
NRP1-CendR mod	6	-1	13	7	46*	-1
NadD block	-2	2	-3	-4	43*	3
STEP block	0	-1	3	3	2	-2
Tb MetRS inh	-0.7	-0.2	0.5	-0.1	-0.5	0.3
Neddyl block	i	i	i	i	i	i
LMPTP block	-2.2	-2.1	-1.2	0.1	6.0	0.3
Scp1 inh	-5	1	-1	-16	-2	.

# Compounds 45 through 47 of the list above:
45. Cc1ccc(OCC(=O)NC2CC(C)(C)NC(C)(C)C2)cc1C
46. O=C(NCCc1c[nH]c2ccccc12)C1CCN(S(=O)(=O)c2ccccc2)CC1
47. Cc1ccc(-n2c(O)c(/C=N/Nc3ccc(S(=O)(=O)N4CCOCC4)cc3[N+](=O)[O-])c3ccccc3c2=O)c(C)c1
Compound	45	46	47
SUMO1 PPI mod	-4	2	11
SKN-1 block	-3	-4	16
DNMT1 block	-1	-3	30
NRP1-CendR mod	13	7	46*
NadD block	-3	-4	43*
STEP block	3	3	2
Tb MetRS inh	0.5	-0.1	-0.5
Neddyl block	i	i	i
LMPTP block	-1.2	0.1	6.0
Scp1 inh	-1	-16	-2

# (list continues)
49. CCC1(C)Cc2c(sc3nn[nH]c(=O)c23)CO1 (centres undefined)
50. O=C(CCS(=O)(=O)c1ccc(Cl)cc1)N1CCCc2ccccc21
51. COc1ncnc(OC)c1S(=O)(=O)NCc1ccccc1
52. CCCOc1ccccc1-c1nc2c([nH]1)c(=O)[nH]c(=O)n2C
53. O=C(O)CC(c1ccc(OC2CCCC2)cc1)N1C(=O)c2ccccc2C1=O (centres undefined)
54. O=C(CN1C(=O)/C(=C2/SC(=S)N(CCS(=O)(=O)O)C2=O)c2ccccc21)Nc1cccc(C(F)(F)F)c1
Compound	49	50	51	52	53	54
SUMO1 PPI mod	-5	5	-2	8	-2	14
SKN-1 block	-16	-15	0	7	-8	14
DNMT1 block	0	3	2	-6	3	21
NRP1-CendR mod	-6	-12	-6	-8	11	-5
NadD block	-4	-6	-3	9	-7	34*
STEP block	-2	0	1	4	2	5
Tb MetRS inh	-0.6	-0.6	-0.2	-0.6	-0.4	42*
Neddyl block	i	i	i	.	i	i
LMPTP block	-8.0	0.5	-0.3	2.7	-2.4	5.2
Scp1 inh	-2	1	-6	-5	-9	84*
